Pf Dd2 inh = qHTS Primary assay for Inhibitors of Plasmodium falciparum Dd2 growth in vitro. P. falciparum Dd2 growth, SYBR Green, 72 h. Potency, µM (series often up to 28.9 µM), for inactives: at the top dose activity, negative = inhibition, actives largely listed as inhibitors. 120,000 tested, 4.3% active; active means well fitted inhibition curve with a large enough effect; inconclusive means small, poorly fitted or top-dose-only effect; inactive means no such curve, though single readings can be large or run the other way;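 further: plate controls were DMSO vehicle for no effect and reference drug for full effect; nearly all actives have a fitted effect of over 65% in size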
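Readout: SYBR Green fluorescence, 485 nm excitation, 535 nm emission, after ~16 h lysis at 37C. Before that, Dd2-infected red cells (2.5% hematocrit) grew 72 h with compound, 29 uM top final concentration.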
Active calls of the source: *; i = inactive; ? = inconclusive; [ ] = dose if it differs, or a comment. Potency means the concentration at half of the fitted maximal effect.

SMILES	Pf Dd2 inh
CNC(=O)[C@@H]1C[C@H](Oc2ccccc2)CN1S(=O)(=O)N(C)C	10.3%
O=C(c1cccnc1)N1CCCC(c2noc(COc3ccccc3)n2)C1 (configuration not stated)	8.1%
COc1cc(NC(=O)NC[C@H]2O[C@@H](CO)[C@@H](O)[C@H]2N2CCN(c3ccccc3)CC2)cc(OC)c1	i
Cc1ccc(CNc2ccc3nnc(C(C)C)n3n2)o1	?
COc1cc(-c2nnn(CC(=O)Nc3ccc(OC(F)(F)F)cc3)n2)cc(OC)c1OC	-13.8%
CCOC(=O)c1ccc(NC(=O)c2csc3c2CCCCC3)cc1	?
CCC(NC(=O)Cn1nc(C)n(CCc2ccccc2)c1=O)c1ncnn1C (configuration not stated)	-9.5%
COCCN1CCCCCC(O)c2cc(C(=O)N3CCOCC3)ccc21 (configuration not stated)	14.3%
O[C@@H]1C[C@@H](c2nc(-c3ccc(C(F)(F)F)cc3)no2)N(Cc2cccc(OC(F)(F)F)c2)C1	i
COc1cccc(C2=CC(c3ccccc3F)n3c(nc4ccccc43)N2)c1 (configuration not stated)	10.9%
CCOc1ccc(CCNC(=O)NCc2noc3ccc(C)cc23)cc1	1.8%
Cc1ccc(NC(=O)C(=O)NCC(c2cccnc2)N2CCN(C)CC2)cc1 (configuration not stated)	-2.2%
CCSc1nn(CC(=O)Nc2cccc(Cl)c2)c(N)c1S(=O)(=O)c1ccc(OC)cc1	?
O=C(c1ccoc1)N1C[C@H]2OC(=O)N(CCCN3CCOCC3)[C@H]2C1	-1.3%
Cc1ccn2cc(C(=O)N3CCC(n4nccc4NC(=O)CC(C)C)CC3)nc2c1	-24.1%
Nc1nc(C2CC(O)C2)cc(N2CCc3sccc3C2)n1 (configuration not stated)	-24.7%
Cc1ccc(-n2ncc3c(N4CCCCCC4)ncnc32)cc1Cl	99.9%[activator]
CCn1nc(C)c(-c2cc(C(=O)N3CCc4nc5cc(-c6ccccc6)[nH]n5c(=O)c4C3)no2)c1C	?
O=C(CCSCc1ccccc1Cl)NCc1ccc(F)cc1Cl	i
CC[C@H]1CN(C(=O)c2ccc(F)cc2)CC[C@H]1CC(=O)NCc1ccccc1	-12.7%[44.1 µM]
Cc1ccc(CNC(=O)c2ccc3nc(N4CCCCC4)sc3c2)cc1	-7.6%
CCC1(O)CCC12CCN(C(=O)c1ccncc1)CC2 (configuration not stated)	-19.6%
O=C(Cn1cc(SCc2ccc(F)cc2)c2ccccc21)N1CCCC1	5.0%
OC(COc1ccccc1CNCCc1ccccc1)CN1CCSCC1 (configuration not stated)	1.58µM*
Cc1ccc2c(=O)c(C(=O)c3ccc(Cl)cc3)cn(CC(=O)Nc3ccc4c(c3)OCCO4)c2n1	?
CC(=O)NC1(C)CCN(Cc2ccc(-c3ccccc3Oc3ccccc3)cc2)C1 (configuration not stated)	7.08µM*
O=C(N[C@H]1CCOC[C@H]1C1CCOCC1)c1cncs1	-3.3%
N#Cc1ccc(CN2CCn3c(nn(-c4cccc(Cl)c4)c3=O)C2)cc1	?
Cc1ccc(C2=NC(c3ccccc3)=Nc3ccc(Cl)cc3N2)cc1	i
COc1ccccc1C(=O)N1CCCCCC1CN1CCc2ccccc2C1 (configuration not stated)	-17.3%
O=C(OCc1ccccc1)N1CCCC2(C1)C(=NC1CCCCC1)NC(=O)N2c1cccnc1 (configuration not stated)	i
O=C(Nc1ccc2c(c1)OCO2)C1CN(S(=O)(=O)c2cccnc2)CC12CCCCC2 (configuration not stated)	?
Cn1cccc1C(=O)N[C@H]1C[C@@H](C(=O)O)N(C(=O)CSCC(=O)N2C[C@@H](NC(=O)c3cccs3)C[C@H]2C(=O)O)C1	14.4%
Fc1ccc(CNc2nc(-c3ccccc3)cc(C(F)(F)F)n2)cc1	-25.1%
Cc1ccc(C(C)C)c(OCC(=O)Nc2ccc(-c3nc4ncccc4o3)cc2C)c1	27.0%
CC(C)n1c(=N)c(C(=O)NC2CCCCC2)cc2c(=O)n3ccccc3nc21	30.1%[activator]
Cc1ccc(NC(=O)C2CCN(S(=O)(=O)c3c(C)noc3C)CC2)cc1C	-9.3%
O=C(c1ccccc1F)N1c2ncnn2C2(CCCCC2)[C@@H]2CCCC[C@@H]21	54.3%[activator][0.594 µM]
Cc1ccccc1Cn1nnc2c(=O)[nH]c(C3CCN(C(=O)c4ccc(F)cc4)CC3)nc21	?
COc1ccc(-c2cnc3n[nH]c(-c4sccc4C)c3n2)cc1OC	-14.6%[44.1 µM]
CSc1ccc(-c2nc(CN(C)Cc3cc(C)no3)c(C)o2)cc1	i
O=C(CCC[C@H]1NC[C@@H]2C[C@H]1CN(Cc1ccccc1)C2)NCc1ccccn1	-8.1%
O=C(Nc1ccccn1)C1CN(Cc2cccnc2)CC12CCOCC2 (configuration not stated)	-24.9%
CN(c1cc(=O)c2ccnc(-c3ccc(O)c(F)c3)c2o1)C1CCOCC1	-23.5%[44.1 µM]
O=C(CCC[C@@H]1[C@H]2CCCN3CCC[C@@H](CN1C(=O)Nc1ccccc1F)[C@@H]23)Nc1ccccc1	-4.5%
O=C(Cn1ncc2c3ccccc3n(Cc3ccccc3F)c2c1=O)NCc1ccccc1Cl	-15.0%
COc1cccc(-n2c(=O)c3cc(OC)c(OC)cc3n(CC(=O)Nc3ccccc3)c2=O)c1	-8.7%
COc1ccc(-c2cc([C@H]3CN4CC[C@H]3C[C@@H]4CNC(=O)CSCC(=O)O)nc(C)n2)cc1OC	?
COc1ccc(-c2nnc(C[C@@H]3C[C@@H](C(C)C)[C@H](CNC(=O)c4ccc(F)cc4)C=C3C)o2)cc1	?
CN1CCCC1c1nc(C2CN(C(=O)CCCc3c[nH]c4ccccc34)C2)no1 (configuration not stated)	?
CCOCCOC1CCN(C(=O)c2ccc(OC)cc2)CC1	29.0%
Cc1ccc(F)cc1NC(=O)Cn1c(C)cc(C)c(C#N)c1=O	16.1%
CCCNC(=O)C(=O)NCC(c1ccc2c(c1)OCO2)N1CCOCC1 (configuration not stated)	73.3%[activator]
CN(C)Cc1nnc(C2CCN(C(=O)CCCn3cncn3)CC2)n1C	-12.6%
COCCOCC(=O)N1CCC2(CC1)NCCc1c2[nH]c2ccc(OC)cc12	?
CC1=C(C(=O)Nc2ccc(C)cc2C)C(c2ccccc2)n2nc(SCC(=O)c3ccc(C)cc3)nc2N1 (configuration not stated)	24.6%
COc1cccc(CNC(=O)[C@H]2CCC[C@H]2NC(=O)c2cnc(C)cn2)c1	-3.3%
O=C(c1cnc2cc(-c3ccccc3)nn2c1)c1cc([N+](=O)[O-])ccc1O	?
CN1C(=O)c2cccn2CC1CNC(=O)c1ccccc1F (configuration not stated)	20.1%
O=C(c1ccccc1OCC1CCCN(Cc2ccc(F)cc2Cl)C1)N1CCOCC1 (configuration not stated)	i

Reprinted at random: 7 entries already listed.
SMILES	Pf Dd2 inh
O=C(c1ccccc1OCC1CCCN(Cc2ccc(F)cc2Cl)C1)N1CCOCC1 (configuration not stated)	i
CN1CCCC1c1nc(C2CN(C(=O)CCCc3c[nH]c4ccccc34)C2)no1 (configuration not stated)	?
CN1C(=O)c2cccn2CC1CNC(=O)c1ccccc1F (configuration not stated)	20.1%
COc1ccc(-c2nnc(C[C@@H]3C[C@@H](C(C)C)[C@H](CNC(=O)c4ccc(F)cc4)C=C3C)o2)cc1	?
CC1=C(C(=O)Nc2ccc(C)cc2C)C(c2ccccc2)n2nc(SCC(=O)c3ccc(C)cc3)nc2N1 (configuration not stated)	24.6%
CCCNC(=O)C(=O)NCC(c1ccc2c(c1)OCO2)N1CCOCC1 (configuration not stated)	73.3%[activator]
COCCOCC(=O)N1CCC2(CC1)NCCc1c2[nH]c2ccc(OC)cc12	?

(further entries)
SMILES	Pf Dd2 inh
COc1ccc(O[C@H]2COCCN(C(=O)c3ccc(OC)cc3)C2)cc1	-6.5%[44.1 µM]
O=C(NCc1csc(-c2cnccn2)n1)C1NCCc2[nH]cnc21 (configuration not stated)	-0.2%
Cc1cc2nc(CO[C@H]3CN(Cc4ccc5c(c4)OCO5)C[C@H]3F)[nH]c2cc1C	?
Fc1ccc(CN2CCn3c(nnc3-c3ccc(Cl)cc3)C2)cc1	?
CC(=O)N1CCC(NC[C@@H]2C=C(C)[C@H](Cc3nc4ccccc4n3C)C[C@H]2C(C)C)CC1	4.47µM*
Cc1nn2c(=O)cc(COC(=O)C(c3ccccc3)c3ccccc3)nc2s1	?
O=C(NCc1ccc2c(c1)CCN2C(=O)c1ccccc1)Nc1cc(F)ccc1F	i
CN1[C@@H](CCC(=O)NCc2ccco2)CNC(=O)[C@@H]2[C@H]1CCN2Cc1ccc(O)cc1	-0.4%[44.1 µM]
NC[C@H]1O[C@@H](CO)[C@@H](O)[C@H]1N1CCN(c2ncccn2)CC1	-2.4%[44.1 µM]
CCOC(=O)c1c(C)[nH]c(C)c1S(=O)(=O)NCC(=O)NCc1ccccc1Cl	0.7%
COc1ccc(C(=O)Nc2ccc([C@H]3OCC(=O)N(C(C)C)[C@@H]3CO)cc2)cc1	?
CCc1ccc(NC(=O)N2CCC(OC3CCN(S(C)(=O)=O)CC3)CC2)cc1	?
CN(C)C(=O)C1CN(C(=O)Nc2cccc(Cl)c2F)CC12CCOCC2 (configuration not stated)	0.9%
COc1ccc([S+](=O)([O-])c2nnn3c2nc(N2CCOCC2)c2ccccc23)cc1	?
COc1ccccc1-c1[nH]nc2ncc(C(=O)NCC3CCOCC3)nc12	?
COC(=O)C1=C(C)NC(=O)NC1c1ccc(Cl)cc1 (configuration not stated)	-10.8%
COc1ccc(CCNC(=O)c2c(C)oc3ncnc(N4CCOCC4)c23)c(OC)c1	33.2%[activator]
O=C(Cn1cnnn1)N1CC(c2noc(C3CCCN3CC3CC3)n2)C1 (configuration not stated)	?
COc1ccccc1OC1(C(=O)O)CCN(Cc2cccnc2)CC1	5.6%
O=C1NCc2ccccc2CC12CCN(Cc1c[nH]c3ccccc13)CC2	?
COc1cccc(C(=O)n2nc(-c3ccco3)nc2NCc2cccs2)c1	22.7%
CC(C)(C)CN[C@@H](Cn1ccc(=O)[nH]c1=O)C(=O)O	16.5%[44.1 µM]
CC(C)C(NS(=O)(=O)c1ccc2c(c1)oc(=O)n2C)C(=O)NCCc1ccc(Cl)cc1 (configuration not stated)	i
O=C(Nc1ccc(=O)n2c1[C@@H]1C[C@@H](CN(C(=O)c3ccc(F)cc3)C1)C2)C1CCCCC1	-7.7%
CCC(=O)Nc1ccc2nnc(-c3ccc(C(=O)Nc4ccc5c(c4)OCCO5)cc3)n2c1	0.282µM*
O=C(CC1CCCN(c2cn[nH]c(=O)c2)C1)N1CCN(c2ccccn2)CC1 (configuration not stated)	-4.8%
CC(=O)N1CCc2c(sc3c2c(=O)n(-c2ccccc2Cl)c(=O)n3Cc2cccc(C)c2)C1	?
CC1CCN(C(=O)c2cc3c(s2)CCC(C(=O)NCCCN2CCOCC2)C3)CC1 (configuration not stated)	?
CCc1nc2cc(N3CCC(C(=O)NCc4cccc(F)c4)CC3)cnc2nc1CC	i
CC(=O)c1ccc(N2CCN(C(=O)CS(=O)(=O)c3cccc4nsnc34)CC2)cc1	-19.1%
CCOC(=O)C1CCCN(c2nc3c(S(=O)(=O)c4ccc(Br)cc4)nnn3c3ccsc23)C1 (configuration not stated)	-16.7%
CN(C)c1ccc(CNC(=O)CCS(=O)(=O)c2ccc3c(c2)oc(=O)n3C)cc1	i
COCC(=O)N(C1CCOCC1)C1CCN(C(=O)c2cc(F)ccc2F)CC1	42.6%[activator]
COCCn1c(=O)c2c(n1Cc1ccccc1)CN(Cc1cncc(OC)c1)CC2	19.0%[44.1 µM]
CCOC(=O)c1c(C)[nH]c(CCC(=O)NCCCN2CCN(c3ccccc3F)CC2)c1C	11.2µM*
Cc1cc(N2CCC(C)CC2)nc2ccc(NC(=O)/C=C/c3cccc(Cl)c3)cc12	?

Among those listed so far, 3 contain a CF3 group.
SMILES	Pf Dd2 inh
COc1cc(-c2nnn(CC(=O)Nc3ccc(OC(F)(F)F)cc3)n2)cc(OC)c1OC	-13.8%
O[C@@H]1C[C@@H](c2nc(-c3ccc(C(F)(F)F)cc3)no2)N(Cc2cccc(OC(F)(F)F)c2)C1	i
Fc1ccc(CNc2nc(-c3ccccc3)cc(C(F)(F)F)n2)cc1	-25.1%

Remaining list, next part.
SMILES	Pf Dd2 inh
CCCCCOc1ccc(C(=O)N(Cc2ccccc2)C2CCS(=O)(=O)C2)cc1 (configuration not stated)	?
CCC(=O)N1CCC(C(NC(=O)c2ccccc2)C(=O)NCc2ccccc2)CC1 (configuration not stated)	2.6%
COc1ccc(C(=O)N2CCC3(CC2)CC(=O)N(c2ccccc2)c2ccccc2O3)cc1	-7.4%
Cn1cnc(S(=O)(=O)N2CC(Oc3ccc(-c4nc(-c5ccccc5)no4)cc3)C2)c1	29.7%[5.79 µM]
O=C(Nc1ccccc1)N[C@H]1C[C@H]2C(=O)NC[C@@H](CCC(=O)N3CCc4ccccc43)N2C1	-10.3%
COc1ccc(-n2nc3cc(C)c(NC(=O)COc4cccc(C)c4)cc3n2)cc1	29.2%
O=C(c1cc(F)ccc1F)N1CCN(c2cc(-c3ccc(F)cc3)[nH]n2)CC1	i
OCc1cccc(-c2ccc3ncc(Nc4ccccc4F)n3n2)c1	-5.8%[44.1 µM]
O=C(CCS(=O)(=O)c1nc(-c2ccc3c(c2)OCO3)cc(C(F)(F)F)n1)Nc1ccc(F)c(Cl)c1	-6.2%
O=C(Cn1cc(S(=O)(=O)c2ccccc2)c(=O)c2cc3c(cc21)OCO3)Nc1ccc(Cl)cc1	?
O=c1[nH]c(N2CCOCC2)nc2c1CCN(Cc1ccccc1C(F)(F)F)CC2	?
COc1ccc(C2Cn3cnc(C(=O)N4CCC(C(=O)NCC5CCCCC5)CC4)c3CO2)cc1 (configuration not stated)	-19.2%
CCc1ncc(C(=O)N2CCCC(CCc3cccc(C(F)(F)F)c3)C2)cn1 (configuration not stated)	?
Cc1nc(N2CCC(C(=O)Nc3ccc(F)c(Cl)c3)CC2)cc(C(F)(F)F)n1	?
Cc1cc(CN2CCC(N3Cc4ccccc4C3=O)CC2)on1	7.4%[44.1 µM]

Source: PubChem BioAssay (National Center for Advancing Translational Sciences (NCATS))

Some of the compounds tested; the hit share may differ from the screen's.
